EPAC1 antagonist: EPAC1 (human) antagonism | O95398 | EPAC1 GEF assay, Rap1b-BODIPY-GDP exchange fluorescence | Potency, µM (titrated, usually from 115 µM), without a hit: at the highest dose activity change, negative = inhibition, actives largely listed as inhibitors | 0.14% of 360,000 active;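 also: potency is read from the fitted curve at half-maximal effect; plate controls were vehicle for no effect and positive control for full effect; nearly all actives have a fitted effect of over 50% in size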
PLK1 PBD inh: blocks phosphopeptide binding to human PLK1 polo-box domain. P53350. Plk1 PBD binding of FITC phosphopeptide, fluorescence polarization. Potency, µM, without a hit: max response, negative = inhibition, usual class: inhibitors. 2.8% of 360,000 active. AID 720504; also: potency is read from the fitted curve at half-maximal effect; series mostly up to about 57 µM; % is scaled to controls: 0 for no effect and ±100 for the full control effect; nearly all actives have a fitted effect of over 65% in size
WRN inhibitor: inhibitors of human WRN helicase; WRN helicase unwinding, fluorescent forked duplex, kinetic; Potency, µM (series often up to 114 µM), without a hit: at the highest dose activity change, negative = inhibition, usual class: inhibitors; 0.46% of 360,000 active; also: potency is read from the fitted curve at half-maximal effect; % is scaled to controls: 0 for no effect and ±100 for the full control effect; nearly all actives have a fitted effect of over 55% in size
Target sequence (Q14191 whole entry, looked up): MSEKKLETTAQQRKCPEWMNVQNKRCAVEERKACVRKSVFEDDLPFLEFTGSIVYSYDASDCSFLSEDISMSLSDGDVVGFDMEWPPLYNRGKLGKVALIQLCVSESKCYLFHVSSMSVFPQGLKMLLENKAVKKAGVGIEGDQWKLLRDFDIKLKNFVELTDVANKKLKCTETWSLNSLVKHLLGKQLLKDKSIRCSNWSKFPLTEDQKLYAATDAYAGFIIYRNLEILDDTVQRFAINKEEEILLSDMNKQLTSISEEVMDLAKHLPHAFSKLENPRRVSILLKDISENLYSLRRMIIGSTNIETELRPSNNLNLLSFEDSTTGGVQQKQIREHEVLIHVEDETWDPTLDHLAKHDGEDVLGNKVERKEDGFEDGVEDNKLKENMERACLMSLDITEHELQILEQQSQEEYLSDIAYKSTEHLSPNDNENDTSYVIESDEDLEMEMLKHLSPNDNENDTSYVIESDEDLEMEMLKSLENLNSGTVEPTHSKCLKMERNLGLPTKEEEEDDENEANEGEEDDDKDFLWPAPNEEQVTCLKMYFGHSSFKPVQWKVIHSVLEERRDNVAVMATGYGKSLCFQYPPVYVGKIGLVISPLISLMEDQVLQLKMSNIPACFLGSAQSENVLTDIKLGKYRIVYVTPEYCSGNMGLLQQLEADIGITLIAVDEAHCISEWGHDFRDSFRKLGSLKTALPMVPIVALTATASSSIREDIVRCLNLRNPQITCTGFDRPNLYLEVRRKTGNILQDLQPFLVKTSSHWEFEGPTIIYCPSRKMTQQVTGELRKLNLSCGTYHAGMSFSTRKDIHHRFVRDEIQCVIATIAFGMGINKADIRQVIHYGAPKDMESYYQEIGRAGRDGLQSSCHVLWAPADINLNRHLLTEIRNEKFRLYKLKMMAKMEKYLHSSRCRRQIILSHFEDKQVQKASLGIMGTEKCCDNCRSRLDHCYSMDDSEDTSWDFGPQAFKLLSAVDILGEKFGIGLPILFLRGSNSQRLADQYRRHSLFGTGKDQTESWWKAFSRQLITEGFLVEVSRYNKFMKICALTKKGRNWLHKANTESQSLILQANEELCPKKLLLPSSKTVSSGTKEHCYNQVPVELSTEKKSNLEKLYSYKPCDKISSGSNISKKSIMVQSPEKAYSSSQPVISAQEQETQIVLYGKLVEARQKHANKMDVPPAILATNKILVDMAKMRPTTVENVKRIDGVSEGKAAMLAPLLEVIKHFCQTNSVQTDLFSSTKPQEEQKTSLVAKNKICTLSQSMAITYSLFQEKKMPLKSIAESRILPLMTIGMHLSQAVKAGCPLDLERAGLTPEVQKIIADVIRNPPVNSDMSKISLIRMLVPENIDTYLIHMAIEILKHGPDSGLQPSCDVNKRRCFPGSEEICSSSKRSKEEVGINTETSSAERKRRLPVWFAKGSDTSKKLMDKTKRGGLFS
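Kinetic fluorescence helicase assay: unwinding of a quenched forked DNA duplex (100 nM final) with 2 mM ATP final raises red fluorescence (525/598 nm). Compounds sat 15 min at room temperature with 20 nM WRN beforehand.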
CCT chaperon mod: cytosolic chaperonin activity modulation. purified chaperonin ATPase assay, HTRF ADP detection, 30 min. activity change, % (test concentration not listed), hits read low. 0.3% of 360,000 active. AID 651819; in the data active = activity change below about -30%; also: % is scaled to controls: 0 for no effect and ±100 for the full control effect
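TRiC at 40 or 20 nM final (batch-dependent) in 30 mM Tris pH 7.4, 100 mM KCl, 5 mM MgCl2, 1 mM DTT, with compound at single 76 uM and 10 uM ATP, 30 min at 37 deg C. ADP detected by HTRF Transcreener, 665/615 ratio.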
EPAC1 agonist: activates human EPAC1 exchange factor; EPAC1 agonist qHTS, biochemical assay; response scale: 100% = response to 6.5 mM cAMP; Potency, µM (doses to about 154 µM), without a hit: at the top dose activation, actives largely listed as activators; 0.073% of 360,000 active; AID 720707; also: potency is read from the fitted curve at half-maximal effect; nearly all actives have a fitted effect of over 60% in size
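Read-out is the fluorescence drop as BODIPY-GDP leaves Rap1B (480 nm excitation, 540 nm emission), recorded every 5 minutes over 30 minutes. Reactions held 100 nM EPAC1, 250 nM Rap1B–BODIPY-GDP and 50 uM GDP, with 6.5 mM cAMP setting full activation.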
PI5P4Ka inh: blocks human PI5P4K alpha kinase activity; 1.2% of 330,000 active; PI5P4Kalpha enzyme, ADP-Glo luminescence, 60 min; active compounds read low; max response, %; P48426; active = max response of -50% or lower; inconclusive = between -30% and -50%; inactive = -30% or higher; also: value at the top dose of about 77 µM; % is scaled to controls: 0 for no effect and ±100 for the full control effect
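Single end-point luminescence (ADP-Glo) quantified ADP from PI5P4Kalpha turnover; ATP 5 microM final, 1 h at RT, 0.1% CHAPS and 0.28 mM EGTA in HEPES pH 7.4.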
MmCpn inh: inhibitors of Methanococcus maripaludis chaperonin (MmCpn). purified Mm-Cpn ATPase, ADP Transcreener TR-FRET. Potency, µM (titrated, usually from 76.9 µM), without a hit: at the highest dose activity, negative = inhibition, usual class: inhibitors. 0.031% of 330,000 active. AID 504842; also: potency is read from the fitted curve at half-maximal effect; % is scaled to controls: 0 for no effect and ±100 for the full control effect; nearly all actives have a fitted effect of over 80% in size
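Purified archaeal chaperonin (25 nM final) was preincubated with compound for 10 min at 37°C, then ATP (10 uM final) was added for 30 min at 37°C in Tris pH 7.4/KCl/MgCl2/DTT buffer. ADP was quantified by HTRF Transcreener TR-FRET.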
EPAC2 antag: EPAC2 (human) antagonism; Q8WZA2; EPAC2 GEF exchange of Rap1B-BODIPY-GDP, fluorescence; Potency, µM (series often up to 114 µM), without a hit: at the highest dose activity, negative = inhibition, hits mostly inhibitors; 0.18% of 360,000 active; also: potency is read from the fitted curve at half-maximal effect; % is scaled to controls: 0 for no effect and ±100 for the full control effect; nearly all actives have a fitted effect of over 45% in size; many of its hits are not listed in these tables
* = called active by the depositor; ? = inconclusive; . = not tested or not shown; [ ] = dose if it differs, or a comment. Unless noted, calls follow the shape of the dose curve; as a rule, active = well fitted curve in the direction sought with a large enough effect; inconclusive = small, poorly fitted or top-dose-only effect, or another doubt; inactive = no such curve, though single readings can be large; an effect the other way counts as inactive or inconclusive.

Below each compound – EPAC1 antagonist | PLK1 PBD inh | WRN inhibitor | CCT chaperon mod | EPAC1 agonist | PI5P4Ka inh | MmCpn inh | EPAC2 antag
- O=C(Nc1ccc(Br)cc1F)C1CCN(c2nnc(-n3cccc3)s2)CC1
  -11% | -5% | -1% | -0.8 | -5% | 0 | 1% | 14%
- Cc1cc(NC(=O)C2CCCCC2)nc2c1c(=O)oc1ccccc12
  -8% | -5% | -23% | 2.6 | -14% | 2 | -3% | 19%
- CCO[C@H]1OC(C(=O)N2CCN(Cc3ccc4c(c3)OCO4)CC2)=C[C@@H](c2ccc3c(c2)OCO3)[C@@H]1CCCO
  -4% | 6% | 2% | 1.5 | -13% | 22 | . | 6%
- O=S(=O)(Nc1ccc(S(=O)(=O)N2CCCCC2)cc1)c1ccc(Br)s1
  -9% | ? | 0% | 0.7 | -7% | -15 | 2% | 1%
- COC(=O)c1ccc(SC)cn1
  17% | 0% | 5% | 1.4 | -3% | -3 | 2% | 1%
- O=C(CCCc1c[nH]c2ccccc12)NCc1ccccc1F
  -6% | -22% | -2% | -1.7 | 7% | -1 | -1% | -5%
- COc1ccc(-c2cc(-c3ccccc3)c(C#N)c(S(C)(=O)=O)n2)cc1
  -12% | ? | -2% | 1.6 | 0% | 1 | 2% | 4%
- O=C(CSc1nc2c(sc3ccccc32)c(=O)n1CCO)NCC1CCCO1 (configuration not stated)
  0% | -9% | -2% | -2.2 | 0% | 10 | -12% | -2%
- CNC(=O)COc1ccc(Cl)c2cccnc12
  5% | -2% | -7% | -0.2 | -2% | 0 | -1% | 8%
- COCC(=O)Nc1cccc(-c2ccc3nncn3n2)c1
  -2% | 2% | -5%[57.1 µM] | -0.2 | -7% | 2 | 2% | 1%
- CC(C)(C)C(=O)[C@@H]1[C@@H]2C(=O)N(c3ccc4c(c3)OCCO4)C(=O)[C@@H]2C2c3ccccc3C=CN21 (some centres not stated)
  14% | 11µM* | -12% | -0.2 | 9% | -5 | -2% | 4%
- O=C(NCc1cccnc1)C(C(=O)c1ccc(F)cc1)n1ccccc1=O (configuration not stated)
  -12% | -10% | 4% | 0.6 | 6% | . | 0% | -1%
- CCCC(=O)NC(=S)Nc1ccc(NC(=O)C(C)C)c(OC)c1
  -21% | ? | -7% | 2.1 | -7% | 8 | -1% | -6%[57.1 µM]
- O=C(CN1C(=O)NC2(CCCC2)C1=O)NNC(=O)c1ccc(Cl)cc1
  -5% | -6% | -5% | -0.9 | 20% | 18 | -2% | -8%
- COCCNC(=O)C1CCCN(Cc2ccc(Cl)cc2)CC1 (configuration not stated)
  0% | -2% | -5% | 0.1 | 5% | -4 | . | -3%
- N#C/C(=C\c1cccc(NC(=O)c2ccccc2Cl)c1)C(=O)NCCc1ccccc1
  2% | -12% | -24% | 0.8 | 13% | -10 | -10% | -1%
- Cc1ccc(NC(=O)c2ccc(CNc3c(N4CCOCC4)c(=O)c3=O)cc2)cc1
  -16% | -1% | -9% | -2.4 | -24% | 2 | 1% | 1%
- CC1(C)NC(=O)N(CCCOc2ccc3c(c2)CCC3)C1=O
  7% | -2% | 7% | -3.3 | -3% | . | -2% | 2%
- COc1cccc(COC(=O)Nc2ccccc2)c1OC
  -3% | -1% | 2%[57.1 µM] | -1.7 | -13% | -2 | . | 8%
- CC(C)CCNC(=O)CSc1nnc(-c2ccc(S(=O)(=O)N3CCCC3)cc2)n1C
  5% | -3% | -4% | 1.4 | -2% | . | 1% | 8%
- OC(c1cccc(Cl)c1)c1ncc(-c2cccc(C(F)(F)F)c2)[nH]1 (configuration not stated)
  0% | 0% | -8% | 0.4 | -9% | 14 | . | -11%
- O=Cc1cc(N=Nc2ccccc2Cl)ccc1O
  ? | ? | -8% | 0.8 | 7% | ? | -1% | ?
- COC(=O)c1sccc1NC(=S)N1CCN(c2ccccc2F)CC1
  16% | 1% | -15%[57.1 µM] | 0.2 | 14% | 8 | -7% | -3%
- Cc1cccc(-c2n[nH]c([N+](=O)[O-])n2)c1
  0% | -2% | -16% | -0.7 | 6% | . | 1% | 5%
- N#C/C(=C\c1ccccc1)C(=O)Nc1nncs1
  -14% | -7% | -18% | 1.3 | -6% | -25 | -2% | 7%
- CC(OC(=O)C1=COCCO1)C(=O)NC(C)c1ccc(Cl)cc1Cl (configuration not stated)
  ? | -6% | 0% | -2.7 | -2% | 3 | 2% | -26%
- CC(=O)Nc1ccc(S(=O)(=O)Nc2cccc(NC(=O)c3ccco3)c2)cc1
  -9% | 3% | 1% | 1.7 | -2% | 3 | 0% | 14%
- O=C1c2ccc([N+](=O)[O-])cc2C(=O)N1c1ccc(Cl)cn1
  18% | -8% | -1% | -1.1 | 7% | 3 | -4% | -12%
- Oc1ccc(C[C@@H]2CNCCN2CCc2cccc(F)c2)cc1
  -8% | -9% | 3% | -1.2 | 3% | 3 | 1% | 25%
- CCOC(=O)c1sc(-c2ccc(OC)cc2)cc1NC(C)=O
  -19% | 10% | 4% | -1.3 | -4% | 4 | -11% | -18%
- Cc1[nH]ncc1N=Cc1ccc([N+](=O)[O-])cc1
  -6% | 21µM* | 5% | 0.5 | -3% | -23 | -2% | -7%
- CN(CC(O)Cn1cnc2c1c(=O)n(C)c(=O)n2C)c1ccccc1 (configuration not stated)
  5% | -9% | 0% | -2.0 | 12% | 2 | 0% | 0%
- CCOCCOC(=O)NCCCCCCNC(=O)OCCOCC
  -6% | -10% | 4% | 1.4 | 4% | 2 | -1% | -19%
- Cc1ccc(C(=O)Nc2cccnc2Cl)cc1Cl
  0% | -8% | -22% | -1.7 | 4% | 10 | 0% | 0%
- COc1ccc(Cn2c(-c3ccc(Cl)cc3)c[n+]3ccccc23)cc1
  3% | -1% | -9% | 2.1 | 1% | 4 | 0% | 8%
- Cc1cc(C)c2c(N)c(C(=O)NC3CCCC3)sc2n1
  4% | -26% | -5% | -1.2 | 8% | 0 | 0% | 7%
- COC(=O)C1=C(C)N(C)C(=O)NC1c1ccsc1 (configuration not stated)
  -1% | -8% | 1% | 1.9 | 6% | 0 | 1% | 1%[57.1 µM]
- O=C(COc1ccccc1)NC1CCN(Cc2ccccc2)CC1
  2% | -13% | 3% | -3.2 | -1% | . | -2% | -3%
- CC1CC(C)CN(S(=O)(=O)c2ccc(C(=O)Nc3sccc3C(N)=O)cc2)C1 (configuration not stated)
  -1% | 2% | -5% | 0.3 | -24% | -2 | 0% | -10%
- O=S(=O)(c1ccc(Cl)cc1)N1CCN(C(=S)NCC2CCCO2)CC1 (configuration not stated)
  -14% | -5% | ? | -2.2 | 5% | 3 | 0% | -1%
- Cc1cc(C)n(-c2ccc(Cl)c(C(=O)O)n2)n1
  -15% | -1% | -20% | 1.0 | 5% | 7 | -1% | -5%
- COc1ccc(CCNC(=O)C(=O)N2CCCC2)cc1OC
  0% | -4% | 2% | 0.4 | -4% | 7 | 4% | 0%
- C=CCN=C(NC#N)SCCc1ccccc1
  11% | -6% | 10% | -1.5 | 4% | . | 2% | 7%
- COc1ccc(S(=O)(=O)N2CCCC(C(=O)Nc3ccc4c(c3)OCCO4)C2)cc1 (configuration not stated)
  2% | -5% | -4% | -1.1 | 16% | . | 1% | -5%
- Cc1cc(C(=O)CNCc2ccco2)c(C)n1-c1ccc(F)cc1
  -1% | -9% | -7% | -1.8 | 10% | . | 0% | -3%
- COc1ccc(NC(=O)CSc2nc3sc(C)cc3c(=O)n2C)c(OC)c1
  2% | -8% | -9% | -0.9 | -4% | 0 | -1% | 0%
- C=CCSc1nnc2c(n1)OC(C)=Nc1ccc(Br)cc1-2
  -5% | -6% | -11% | -1.5 | 6% | 4 | -3% | 2%
- COCCNC(=O)/C(C#N)=C/c1c(N2CCCCCC2)nc2ccccn2c1=O
  -3% | 6% | 4% | -4.4 | -2% | 9 | -1% | 9%
- CCOC(=O)N1CCN(C(=O)c2ccc3c(=O)n(Cc4ccc(Cl)cc4)c(=S)[nH]c3c2)CC1
  -5% | 1% | -13% | -2.3 | -7% | 9 | -1% | -1%
- Cc1ccnc(SCc2cc(=O)c(OC(=O)c3ccccc3)co2)n1
  -11% | -4% | -8% | -1.7 | 1% | 0 | 2% | -10%
- CCOc1nc(Nc2ccc(F)cc2)nc(N2CCN(c3ccc(OC)cc3)CC2)n1
  0% | -7% | -8% | -2.1 | -9% | 3 | 2% | 4%
- CCN(CC)S(=O)(=O)c1ccc(N2CCN(CCO)CC2)nc1
  11% | 4% | 9% | -1.8 | -2% | -2 | 3% | 12%
- O=c1c2ccccc2c(-c2ccccc2)nn1-c1ccc(Cl)c(Cl)c1
  -9% | -7% | 4% | 0.4 | 9% | 28 | -15% | -1%
- O=C(CN1CCCCCC1)NCCN1C(=O)S/C(=C\c2ccccc2Cl)C1=O
  -2% | -13% | -4% | -0.5 | 6% | 0 | 1% | 14%
- Cc1ccc(NC(=O)NN(C)c2c(Cl)c(Cl)nn2C)cc1
  -14% | -3% | 0% | -1.5 | -7% | 0 | 2% | 3%
- COC(=O)c1ccc(NC(=O)c2cccc(N3C(=O)C4C5C=CC(C6CC56)C4C3=O)c2)cc1 (configuration not stated)
  -3% | 0% | 0% | 0.3 | 17% | -6 | 0% | 12%
- Cc1cccc(N2CCN(C(=O)c3nn(C)c4c3CS(=O)(=O)c3ccccc3-4)CC2C)c1 (configuration not stated)
  -10% | -17% | 0% | -2.7 | 1% | 8 | 0% | -15%
- O=C(CN1CCN(S(=O)(=O)c2ccccc2)CC1)Nc1ccc2c(c1)CCC2
  -26% | -11% | 0% | -0.8 | 16% | 1 | 0% | -14%
- CCCS(=O)(=O)n1nc(-c2ccc(C)cc2)cc1N
  -1% | 4% | 2% | -0.6 | -13% | -1 | 1% | -9%
- Cc1ccc(C(=O)Nc2ccc3c(c2)ncn3C)cc1
  -1% | -8% | 6% | 0.3 | 1% | 0 | 0% | 6%

(continued)
Below each compound – EPAC1 antagonist | PLK1 PBD inh | WRN inhibitor | CCT chaperon mod | EPAC1 agonist | PI5P4Ka inh | MmCpn inh | EPAC2 antag
- COC(=O)CNC(=O)C(Cc1c[nH]c2ccccc12)NC(=O)OC(C)(C)C (configuration not stated)
  1% | -1% | 7% | -0.2 | -9% | 2 | 0% | 0%
- CCOc1ccccc1OCCCCCc1c(C)n[nH]c1C
  -8% | 1% | 3% | -1.7 | -6% | . | -3% | -3%
- O=S(=O)(Cc1ccccc1)NCC1CCCN(Cc2cccc3nonc23)C1 (configuration not stated)
  4% | -14% | 10% | 0.6 | 8% | -8 | -3% | 6%
- O=C(CSc1nnc(COc2ccccc2Cl)o1)Nc1ccccc1
  16% | 3% | -2% | -0.7 | 10% | -1 | -2% | 4%
- CC1(C)C2CCC1(CS(=O)(=O)N1CCCc3ccccc31)C(=O)C2 (configuration not stated)
  -6% | -1% | 1% | -0.1 | 3% | -1 | 1% | -1%

These rows are one share of the data (hit frequency here may not be typical).
